CIT2-GFP yeast – yeast TOR pathway CIT2-GFP modulation. 0.065% of 320,000 active. GFP response vs DMSO, % at 10 µM. AID 2029. S. cerevisiae CIT2-GFP strain, flow cytometry, 3 h; 100 means same as DMSO wells;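 active = GFP response relative to DMSO above a set limit, near the screen mean plus 3 SD, cut at about 150% in these data; inconclusive = Fewer than 70 cells measured for a yeast strain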;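 note: ratio of well median GFP fluorescence to mean of DMSO wells on the plate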
MEP2 TOR yeast – yeast TOR pathway MEP2-GFP modulation; S. cerevisiae MEP2-GFP strain, flow cytometry GFP, 3 h; 100% = DMSO control level; GFP response vs DMSO, % at 10 µM; 0.51% of 330,000 active; AID 2016;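 active = GFP response versus DMSO above a set limit, roughly screen mean plus 3 SD, cut at about 180% in these data; inconclusive = fewer than 70 cells counted for a yeast strain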;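 note: median GFP fluorescence of the barcode-gated MEP2-GFP cells per well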
LAP4 TOR yeast – alters LAP4-GFP fluorescence in TOR pathway yeast screen. AID 2023. GFP response vs DMSO, % at 10 µM. 0.34% of 320,000 active. S. cerevisiae LAP4-GFP multiplex, flow cytometry GFP, 3 h; median GFP as percent of DMSO wells;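 active = GFP response vs DMSO above a set limit, about the screen mean plus 3 SD, cut at about 150% in these data; inconclusive = under 70 cell events counted for the yeast strain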
procasp3 activ – procaspase-3 (human) activation; P42574; recombinant procaspase-3 D3A, Ac-DEVD-pNA absorbance 405 nm; activation, % at 8.5 µM; 0.11% of 330,000 active; AID 463141;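 active = activation above the mean of all tested compounds plus 3 SD, cut at about 21% in these data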;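 note: 0% = DMSO alone and 100% = DMSO wells spiked with extra 5 µM PC-3 D3A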
Target sequence (P42574 whole entry D9A/D28A/D175A): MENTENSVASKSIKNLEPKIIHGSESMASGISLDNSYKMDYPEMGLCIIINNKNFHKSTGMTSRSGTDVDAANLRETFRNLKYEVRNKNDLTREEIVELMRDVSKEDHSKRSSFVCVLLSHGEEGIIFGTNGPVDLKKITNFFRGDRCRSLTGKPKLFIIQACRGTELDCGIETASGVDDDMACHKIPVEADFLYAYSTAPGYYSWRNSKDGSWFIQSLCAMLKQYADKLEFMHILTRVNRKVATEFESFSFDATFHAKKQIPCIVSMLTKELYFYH
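Assay system: Autoprocessing-dead procaspase-3 D3A mutant enzyme; also added: Ac-DEVD-pNA; doses: one concentration, 8.5 µM nominal, 0.8% DMSO; times: 1 h compound preincubation, 2 h substrate hydrolysis at 25 °C; technique: 405 nm absorbance of p-nitroaniline, reads at 0 and 120 min; measure: % activation between DMSO and enzyme-spiked controls; repeats: single replicate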
AHR act – activates the human aryl hydrocarbon receptor; AHR-responsive luciferase reporter cells, luminescence; P35869; activation, % at 5 µM; 2.5% of 320,000 active; in the data active = activation above about 47%;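 note: 0% = vehicle wells and 100% = reference agonist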
AGP1-GFP MLPCN – modulators of TOR pathway AGP1-GFP in S. cerevisiae; S. cerevisiae AGP1-GFP multiplex flow cytometry, 3 h; GFP as percent of DMSO wells; GFP response vs DMSO, % at 10 µM; 0.02% of 320,000 active; AID 2066;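 active = GFP response relative to DMSO above a set limit, near screen average plus 3 SD, cut at about 150% in these data; inconclusive = fewer than 70 cells counted for the yeast strain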;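 note: median GFP channel fluorescence of the gated AGP1 strain per well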
RPL19A-GFP yeast – yeast TOR pathway RPL19A-GFP modulation | S. cerevisiae RPL19A-GFP strain, flow cytometry, 3 h; hits give low values | percent response vs DMSO, % at 10 µM | 0.3% of 330,000 active;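 active = percent response vs DMSO below 50%; inconclusive = fewer than 70 events counted for the yeast strain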;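 note: median channel GFP fluorescence of the barcoded RPL19A-GFP strain; ratio of sample median GFP to plate DMSO average so 100% = DMSO; lower means less RPL19A-GFP as with rapamycin TOR inhibition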
procasp7 counter – activates human procaspase-7, counter-screen for procaspase-3 activators; 0.093% of 330,000 active; activation, % at 8.5 µM; P55210; recombinant procaspase-7, Ac-DEVD-pNA absorbance 405 nm; D23A/D198A/D206A triple mutant, cannot self-cleave; scale: DMSO 0, 5 µM enzyme 100;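 active = percent activation above the screen-wide mean plus 3 SD, cut at about 25% in these data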
Target sequence (P55210 whole entry D23A/D198A/D206A): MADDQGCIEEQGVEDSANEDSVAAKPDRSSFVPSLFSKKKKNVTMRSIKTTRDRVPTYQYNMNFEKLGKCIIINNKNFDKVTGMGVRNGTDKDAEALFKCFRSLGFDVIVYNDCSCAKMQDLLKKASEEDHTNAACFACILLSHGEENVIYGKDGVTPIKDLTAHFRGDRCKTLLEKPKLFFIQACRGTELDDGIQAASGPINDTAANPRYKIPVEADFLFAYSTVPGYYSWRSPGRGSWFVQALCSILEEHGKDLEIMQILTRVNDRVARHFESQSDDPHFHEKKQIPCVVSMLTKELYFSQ
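System: Procaspase-7 triple mutant (PC-7 D3A); measure: % activation from two-timepoint absorbance difference, scaled to controls; times: 1 h compound preincubation, 2 h substrate cleavage, 25 °C; also added: Ac-DEVD-pNA substrate, 400 µM as added; measured by: Epi-absorbance of released pNA at 405 nm, two timepoints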
* marks the source's active call; other numbers are inactive results; ? = inconclusive; . = no result given; [ ] = another dose, or the depositor's remark.

SMILES	CIT2-GFP yeast	MEP2 TOR yeast	LAP4 TOR yeast	procasp3 activ	AHR act	AGP1-GFP MLPCN	RPL19A-GFP yeast	procasp7 counter
CC(C)C12CN3CC(C(C)C)(CN(C1)C3c1ccco1)C2=O (configuration not stated)	107	98	97	5	3	106	105	-3
COc1cccc(O)c1CN1CCC(Oc2ccc(C(=O)NCc3ccccn3)cc2)CC1	103	117	95	12	2	102	102	5
COc1ccc(C2NCCc3sccc32)cc1 (configuration not stated)	101	93	95	10	-3	89	88	3
COc1ccc(-c2cc(C(F)(F)F)c3c(n2)sc2c(O)cc(=O)[nH]c23)c(OC)c1	89	110	93	0	70*	91	97	-4
Cc1oc(-c2ccccc2F)nc1CS(=O)(=O)CC(=O)NCCN1CCCC1	97	106	91	5	-4	98	99	-2
OC1(c2cccs2)CN(c2ccc(Br)cc2)C2=[N+]1CCCS2 (configuration not stated)	96	94	106	2	0	104	99	-3
CC1(C)CC(=O)C2=C(C1)N1CCCCC1CC2=O (configuration not stated)	98	106	96	-1	-1	107	102	2
O=C(NCCCO)c1ccc(CSc2nc3ccccc3[nH]2)cc1	98	97	94	4	3	97	98	9
COCCCNC(=O)C1CCN(c2ncccn2)CC1	110	103	102	-2	16	104	104	-9
Nn1c(SCC(=O)Nc2ccc(N3CCOCC3)cc2)nnc1-c1cccc(F)c1	107	103	103	6	5	104	103	-13
Cc1ccc(CN2CCNC2=O)cc1	103	96	100	10	-2	98	98	0
COc1cccc(CNC(=O)Cc2nc3nc(C)cc(C)n3n2)c1	107	104	102	12	11	110	99	5
COc1ccc(C(=O)c2oc3ccccc3c2N)cc1	90	101	103	-11	82*	80	99	-8
CCS(=O)(=O)c1ncc(CO)n1CCc1ccccc1	89	105	100	11	0	98	101	6
COc1ccc2nc(N3CCCC(C(=O)NCCCN4C(C)CCCC4C)C3)sc2c1 (configuration not stated)	106	99	101	3	1	108	101	-3
CC(C)c1ccc2c(c1)C(c1cccs1)=NNC(c1ccncc1)=N2	111	106	111	-4	2	97	107	11
Cc1ccc(N2CC(NS(=O)(=O)c3cccnc3)CC2=O)cc1C (configuration not stated)	93	92	97	6	2	103	93	9
COCCn1c(=NC(=O)C2COc3ccccc3O2)sc2cc(S(N)(=O)=O)ccc21 (configuration not stated)	109	100	97	1	1	105	104	-6
Cc1noc(C)c1COc1ccc(C(=O)NNC(=O)c2ccccc2O)cc1	87	128	129	1	27	95	94	-8
O=C1C=C(NCc2ccc(Cl)c(Cl)c2)C2(CCCCC2)O1	99	101	105	4	3	102	102	1
N#CCCn1cc(C(CC(=O)c2ccc(Br)cc2)C(=O)O)c2ccccc21 (configuration not stated)	106	94	99	5	3	110	104	-12
O=C(O)c1cc(-c2cccs2)[nH]n1	94	98	97	2	0	104	98	11
Cc1ccc(C(=O)N2CCN(Cc3ccc4c(c3)OCO4)CC2)o1	100	98	92	2	0	95	95	-3
CN(C)CCNc1nc2c(c(=O)[nH]c(=O)n2C)n1CC(O)COc1ccc(Cl)cc1Cl (configuration not stated)	105	105	101	2	-4	104	100	6
Cc1ccc(CNc2ccc(S(=O)(=O)N3CCOCC3)cc2[N+](=O)[O-])cc1	104	101	94	-5	1	106	107	-6

Brought forward from above: two entries; new compounds follow.
SMILES	CIT2-GFP yeast	MEP2 TOR yeast	LAP4 TOR yeast	procasp3 activ	AHR act	AGP1-GFP MLPCN	RPL19A-GFP yeast	procasp7 counter
CN(C)CCNc1nc2c(c(=O)[nH]c(=O)n2C)n1CC(O)COc1ccc(Cl)cc1Cl (configuration not stated)	105	105	101	2	-4	104	100	6
Cc1ccc(CNc2ccc(S(=O)(=O)N3CCOCC3)cc2[N+](=O)[O-])cc1	104	101	94	-5	1	106	107	-6
Cc1cccc2cc(CN(Cc3ccc(F)cc3)C(=O)N3CCOCC3)c3nnnn3c12	103	105	104	3	4	99	97	1
CC(=O)N1CC[n+]2c(-c3ccc(Cl)cc3)csc21	99	106	102	-30	1	92	94	-45
COc1ccc(C(=O)N/N=C/c2ccc(OC(=O)c3cccs3)cc2)cc1	?	115[may fluoresce violet]	89[may fluoresce violet]	4	-3	15[may fluoresce violet]	95[may fluoresce violet]	2
S=C(Nc1ccccc1Cl)N1CCC(c2ccccc2)C1 (configuration not stated)	98	98	107	5	6	95	97	-4
C=CCC(=O)NC1CCCc2c1cnn2-c1cc(F)cc(F)c1 (configuration not stated)	109	102	89	3	0	97	100	-6
O=C(O)CCN1C(=O)c2ccccc2Sc2ncccc21	104	105	94	3	0	102	104	-6
Cc1ccc(NS(=O)(=O)c2ccc3c(c2)NC(=O)CCS3)c(Cl)c1	109	112	102	2	4	106	109	9
Cc1nn(-c2ccccc2)c(=O)c2noc(C)c12	101	98	103	-7	0	105	101	0
CC(C)C(c1nnnn1Cc1ccco1)N1CCN(c2cccc(Cl)c2)CC1 (configuration not stated)	95	101	98	-7	9	95	99	-5
CCOC(=O)CSc1nnc(CNC(=O)c2ccc(OC)c(OC)c2)n1C	104	135	113	-5	-2	108	102	-1
CCOC(=O)C1(CCOc2ccccc2)CCN(Cc2cccc(OCCO)c2)CC1	93	106	92	5	9	92	87	0
CCCCC(=O)NC(N1CCCCC1)C(Cl)(Cl)Cl (configuration not stated)	104	86	99	-4	7	72	.	-3
Cc1ccc(C(=O)C(NC(=O)c2ccco2)Nc2sc3c(c2C(N)=O)CCCC3)cc1 (configuration not stated)	77	100	90	-15	10	94	96	-17
COc1ccc(C)cc1N(CC(=O)NCCN1CCOCC1)S(=O)(=O)c1ccccc1	95	102	113	9	-1	106	99	4
CCC(CC)c1nnc(NC(=O)c2cccc(S(=O)(=O)N3CCOCC3)c2)s1	102	103	98	6	6	96	98	5
CC(C)(C)c1ccc(COC(=O)CNC(=O)CNC(=O)Cc2ccccc2)cc1	99	104	94	13	1	102	97	4
CC(C)OC(=O)c1cccc(C(=O)Oc2ccccc2)n1	106	109	111	2	0	100	105	3
CC(C)N(C(=O)COC(=O)[C@H](C)NC(=O)c1ccco1)c1ccccc1	107	105	105	-1	-1	104	114	12
CCCCNC(=O)CCCCCn1c(=O)[nH]c2cc(C(=O)OC)ccc2c1=O	98	97	103	3	-2	105	101	6
COc1ccc(-n2c(SCC#N)nc3c(sc(=S)n3-c3ccccc3)c2=O)c(OC)c1	106	111	109	-18	0	100	103	-14
Cc1ccc(-c2nnc3sc(C4COc5ccccc5O4)nn23)cc1 (configuration not stated)	95	104	120	1	0	106	103	6
COc1ccc(CN2CCNC(=O)C2CC(=O)NC2CCCCCC2)c(F)c1 (configuration not stated)	93	95	79	-5	5	86	103	-6
Cc1nc(N2CCN(c3ccccn3)CC2)c2c(C)c(C(=O)Nc3ccc(F)cc3)sc2n1	87	102	109	1	-3	102	97	3
C=C(C)CN(CC)Cc1c(C(=O)N(C)CCCC)nc2ccccn12	91	95	89	11	2	100	94	-3
Cc1ccc(-c2nn(-c3ccccc3)cc2CN(C)C(=O)CCC(=O)O)cc1C	81	101	104	3	4	88	96	6

4 records picked at random from the list so far:
SMILES	CIT2-GFP yeast	MEP2 TOR yeast	LAP4 TOR yeast	procasp3 activ	AHR act	AGP1-GFP MLPCN	RPL19A-GFP yeast	procasp7 counter
C=C(C)CN(CC)Cc1c(C(=O)N(C)CCCC)nc2ccccn12	91	95	89	11	2	100	94	-3
O=C(O)CCN1C(=O)c2ccccc2Sc2ncccc21	104	105	94	3	0	102	104	-6
S=C(Nc1ccccc1Cl)N1CCC(c2ccccc2)C1 (configuration not stated)	98	98	107	5	6	95	97	-4
Cc1ccc(NS(=O)(=O)c2ccc3c(c2)NC(=O)CCS3)c(Cl)c1	109	112	102	2	4	106	109	9

An excerpt from above in order of their number in AGP1-GFP MLPCN, low to high:
| SMILES | AGP1-GFP MLPCN |
| --- | --- |
| CC(C)C(c1nnnn1Cc1ccco1)N1CCN(c2cccc(Cl)c2)CC1 (configuration not stated) | 95 |
| C=CCC(=O)NC1CCCc2c1cnn2-c1cc(F)cc(F)c1 (configuration not stated) | 97 |
| Cc1ccc(NS(=O)(=O)c2ccc3c(c2)NC(=O)CCS3)c(Cl)c1 | 106 |

Continued.
SMILES	CIT2-GFP yeast	MEP2 TOR yeast	LAP4 TOR yeast	procasp3 activ	AHR act	AGP1-GFP MLPCN	RPL19A-GFP yeast	procasp7 counter
C=C1CCC[C@]2(C)C[C@H]3OC(=O)C(CN4CCCCC4CO)[C@H]3CC12 (some centres not stated)	98	102	.	5	2	87	87	16
Cc1[nH]c2ccccc2c1C(c1ccncc1)N1CCN(c2ccc(F)cc2)CC1 (configuration not stated)	102	94	86	-1	-2	93	96	-5
COc1ccc(N2CCN(C(=O)Nc3ccc(S(=O)(=O)N(C)C)cc3)CC2)cc1	88	93	101	6	2	101	96	-3
CN1CCCN(S(=O)(=O)c2ccc3c(c2)OCCO3)CC1	92	99	74	8	-1	96	98	-3
Cc1csc(NC(=O)c2cccs2)n1	99	104	107	5	17	107	106	15
N#Cc1c2n(c3c(=O)n(Cc4ccccc4Cl)cnc13)CCCCC2	72	94	85	-2	6	80	97	2
CC(=O)Nc1ccc(NC(=S)NC(=O)/C=C/c2ccco2)cc1	99	105	95	-8	9	95	99	-21
Cc1cccc(-n2nc3c(c2NC(=O)C(C)C)CSC3)c1	100	97	89	0	2	96	101	13
CCOC(=O)c1c(C)[nH]c(C)c1C(=O)CSc1nnc(-c2ccc(OC(F)F)cc2)o1	104	106	113	4	43	102	97	7

Record cards (already shown). Screens in order: CIT2-GFP yeast	MEP2 TOR yeast	LAP4 TOR yeast	procasp3 activ	AHR act	AGP1-GFP MLPCN	RPL19A-GFP yeast	procasp7 counter
CCOC(=O)c1c(C)[nH]c(C)c1C(=O)CSc1nnc(-c2ccc(OC(F)F)cc2)o1 across the screens: 104	106	113	4	43	102	97	7
COc1ccc(N2CCN(C(=O)Nc3ccc(S(=O)(=O)N(C)C)cc3)CC2)cc1 across the screens: 88	93	101	6	2	101	96	-3
Cc1csc(NC(=O)c2cccs2)n1 across the screens: 99	104	107	5	17	107	106	15
C=C1CCC[C@]2(C)C[C@H]3OC(=O)C(CN4CCCCC4CO)[C@H]3CC12 (some centres not stated) across the screens: 98	102	.	5	2	87	87	16

Source: PubChem BioAssay (several laboratories)
